Source: PubChem
ST2 IL33 inh – inhibitors of human ST2 (IL1RL1) binding to IL-33, primary screen, biochemical, AlphaLISA. Interleukin-1 receptor-like 1 (Homo sapiens), Q01638. AlphaLISA ST2-Fc/biotin-IL-33 interaction, 1 h. inhibition, % for hits at 17 µM. 2.3% of 78,000 active; in the data active = inhibition above about 30%; inconclusive = mostly about 10% to 28%
Target sequence (Q01638 whole entry, looked up): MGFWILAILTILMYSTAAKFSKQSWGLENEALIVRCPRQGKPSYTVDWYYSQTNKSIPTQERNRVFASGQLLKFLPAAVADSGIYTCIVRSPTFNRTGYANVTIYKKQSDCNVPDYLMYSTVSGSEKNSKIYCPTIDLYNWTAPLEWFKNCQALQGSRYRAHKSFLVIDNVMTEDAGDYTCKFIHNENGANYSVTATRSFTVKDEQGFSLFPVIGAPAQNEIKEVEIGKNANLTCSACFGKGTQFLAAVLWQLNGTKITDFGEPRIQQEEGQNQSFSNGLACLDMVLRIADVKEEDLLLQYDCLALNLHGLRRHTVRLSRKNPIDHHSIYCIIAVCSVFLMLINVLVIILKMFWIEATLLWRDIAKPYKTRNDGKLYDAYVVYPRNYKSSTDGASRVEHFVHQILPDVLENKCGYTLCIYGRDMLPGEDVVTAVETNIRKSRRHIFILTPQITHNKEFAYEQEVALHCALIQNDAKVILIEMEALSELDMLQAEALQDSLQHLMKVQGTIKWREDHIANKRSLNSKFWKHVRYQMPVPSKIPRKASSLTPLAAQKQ
* = called active by the depositor; i = inactive; ? = inconclusive. Only part of the results is shown. The share of hits here may be higher or lower than overall.

#	SMILES	ST2 IL33 inh
1	CCc1[nH]c2ccc(CNC(=O)c3ccc4[nH]c(=O)[nH]c4c3)cc2c1C	i
2	Cc1cc(=O)oc(C)c1C(=O)NCCN(C)Cc1ccccc1	i
3	Cc1cc(Cl)ccc1OCCCC(=O)NC1=NCCS1	i
4	NS(=O)(=O)c1ccc(-n2cccc2C=C2C(=O)NC(=O)NC2=O)cc1	i
5	O=C(Cc1ccsc1)NC1CC(=O)N(Cc2ccccc2C(F)(F)F)C1 (stereo not given)	?
6	CSc1cccc(NC(=O)CN2CCCN(Cc3cccc(F)c3)S2(=O)=O)c1	i
7	Cc1ccc(S(=O)(=O)N(CCc2ccccc2)CC(=O)NC2CC2)cc1	?
8	Cc1cc(NC(=O)CSc2c3c(nc4ccccc24)CCC3)no1	i
9	CC/C=C/c1c(OC)cc(=O)oc1C	i
10	CN(Cc1ccc2nonc2c1)c1nccc(CCC(F)(F)F)n1	?
11	CC1CCCN(Cc2c(O)ccc3cc(-c4nc5ccccc5s4)c(=O)oc23)C1 (stereo not given)	?
12	CC1=NN(c2ccccc2)C(=O)/C1=C\c1ccc(-c2ccc(Cl)c(C(=O)O)c2)o1	?
13	O=C(Nc1cccc([N+](=O)[O-])c1)C1CC1c1ccccc1 (stereo not given)	i
14	CCOC(=O)c1c(NC(=O)c2cc(=O)c3ccccc3o2)sc2c1CCC2	i
15	Cc1ccccc1NC(=O)C1(N(C(=O)Cn2nnnc2N)c2cccc(Cl)c2)CCCCC1	i
16	O=C(COc1nsnc1N1CCOCC1)Nc1ccc(OC(F)(F)F)cc1	i
17	CC(C)c1nnsc1CNC(=O)C(C)(C)NC(=O)c1cccs1	i
18	Cc1ccc(Nc2c(-c3ccco3)nc3cccc(C)n23)cc1	?
19	CCC(C)N1CC(C(=O)NC2CCCCC2)CC1=O (stereo not given)	?
20	O=C(C1CCCN(C2CCN(Cc3ccncc3)CC2)C1)N1CCCNCC1 (stereo not given)	i
21	CCOC(=O)N1CCC(N2CCCC(C(=O)c3ccc(Cl)cc3C)C2)CC1 (stereo not given)	i
22	COc1ccccc1C1C(C#N)=C(N)Oc2cc(O)c(Cl)cc21 (stereo not given)	i
23	CN1C(=O)CC(N2CCN(c3ccccn3)CC2)C1=O (stereo not given)	i
24	COc1ccc(N2C(=N)SCC2=O)cc1	i
25	CCc1cnc(C)nc1N1CCN(c2ncccc2C)CC1	i
26	COc1cccc(C(=O)N2CCN=C2SCc2ccc(Br)cc2)c1	i
27	Cc1cccc(OCCCN2CCNCC2)c1C	i
28	CN(C(=O)Cn1nnnc1CN1CCOCC1)C1CCCc2ccccc21 (stereo not given)	i
29	CC1=C(C(=O)Nc2cc(C)ccn2)C(c2ccc(Cl)cc2Cl)C2=C(CC(C)(C)CC2=O)N1 (stereo not given)	?
30	CC(=O)N(c1ccc2oc3c(c2c1)CCCC3)S(=O)(=O)c1ccc(Cl)cc1	i
31	CCC(C)n1c(=N)c(C(=O)NCc2ccco2)cc2c(=O)n3ccccc3nc21 (stereo not given)	i
32	Cc1c(C(=O)N2CC(C)CC(C)C2)sc2ncnc(N3CCN(c4ccccn4)CC3)c12 (stereo not given)	i
33	COc1ccccc1NC(=O)CSc1nc2c(sc3ccccc32)c(=O)n1CCN(C)C	?
34	c1ccc(SCCN2CCOCC2)cc1	i
35	O=C(c1cc(-c2ccccc2)on1)N1CCCn2cncc2C1	?
36	CC(C)(Oc1ccc(Cl)cc1)C(=O)N1CCN(c2ccc(F)cc2)CC1	i
37	CC1=NN(c2cc(Cl)c(S(=O)(=O)O)cc2Cl)C(=O)C1	i
38	O=C(O)COc1ccc(-n2ccnc2-c2ccccn2)cc1Cl	?
39	Cc1cc(CC(=O)N2C[C@H]3OC(=O)N(Cc4ccccn4)[C@H]3C2)on1	?
40	Cc1ccc2nc(N3CCN(CC(=O)NC(C)C)CC3)cc(C)c2c1	i
41	COc1ccc(CN[C@H]2[C@H](O)[C@@H](N3CCN(C(C)=O)CC3)[C@@H]3OC[C@H]2O3)cc1	i
42	CCN(CC)CCCNC(=O)c1nnn(Cc2ccccc2)c1N	i
43	Cc1ccn2c(Nc3ccccc3)c(-c3ccccn3)nc2c1	?
44	O=S(=O)(NC1CCCc2ccccc21)c1cccc2cccnc12 (stereo not given)	i
45	NS(=O)(=O)c1ccc(CNC2CCC3(CCNCC3)CC2)cc1	i
46	CC1=NN(c2ccc(Cl)c(C(=O)O)c2)C(=O)/C1=C\c1ccc(OCc2ccccc2)cc1	i
47	CNCC(=O)NC(C)c1cnn(-c2ccccc2OC)c1 (stereo not given)	i
48	Cc1cc(Sc2nnc(-c3ccccc3)n2C)c2ccccc2n1	i
49	O=S(=O)(c1cccc2cccnc12)N1CCCc2ccccc21	?
50	COc1ccc(CCN2CC(NC(=O)Cn3cccn3)CC2=O)cc1 (stereo not given)	?
51	O=C(CSc1ccc(Cl)cc1)NC1CC1	i
52	COc1ccc2[nH]c(C)c(CN3CCOCC3)c(=O)c2c1	?
53	CCOc1ccccc1NC(=O)C(Cc1ccccc1)NS(=O)(=O)c1cccs1 (stereo not given)	i
54	CC(=O)N1CCn2nc(C(=O)N3CCCC3c3ccccc3C)cc2C1 (stereo not given)	i
55	O=C1CSC(c2ccccc2Cl)N1c1ccccc1 (stereo not given)	i
56	CCN(CC)C(=O)C1CCCN(Cc2sccc2C)C1 (stereo not given)	?
57	CCN(Cc1ccccc1)S(=O)(=O)c1ccc(C(=O)Nc2nnc(-c3cccs3)o2)cc1	?
58	C=CCc1cccc(OC)c1OCCn1cnc2ccccc2c1=O	i
59	Cc1cc(C)c(S(N)(=O)=O)cc1S(N)(=O)=O	?
60	O=C(NCCSc1c[nH]c2ccccc12)c1ccccc1	?

Reprinted from the part before: 5 compounds, followed by the next part.
#	SMILES	ST2 IL33 inh
56	CCN(CC)C(=O)C1CCCN(Cc2sccc2C)C1 (stereo not given)	?
57	CCN(Cc1ccccc1)S(=O)(=O)c1ccc(C(=O)Nc2nnc(-c3cccs3)o2)cc1	?
58	C=CCc1cccc(OC)c1OCCn1cnc2ccccc2c1=O	i
59	Cc1cc(C)c(S(N)(=O)=O)cc1S(N)(=O)=O	?
60	O=C(NCCSc1c[nH]c2ccccc12)c1ccccc1	?
61	CNC(=O)CC(C)N(C)Cc1cc2ccccc2n1C (stereo not given)	?
62	Cc1c(C(=O)O)c(=O)n(-c2ccccc2)n1-c1ccccc1	i
63	O=c1ccccn1Cc1cn2ccccc2n1	i
64	CCOc1ccc(NC(=O)c2cc3cc4cc(OC)ccc4nc3s2)cc1	?
65	O=C1c2cccnc2CN1C(CCn1cncn1)c1ccccc1 (stereo not given)	i
66	COc1ccccc1-c1cc(C(F)(F)F)nc(N2CCOCC2)n1	i
67	Cc1cccc(NC(=O)C(=O)NCC(O)c2ccccc2)c1 (stereo not given)	i
68	CCOC(=O)C1C(=O)C=C(c2cccs2)CC1c1ccc(OC)c(OC)c1 (stereo not given)	i
69	COc1ccc(CCN2CCCC(CN(C)C(=O)Nc3cc(C)ccc3C)C2)cc1 (stereo not given)	i
70	O=C(Cn1cnc2c(cnn2-c2ccccc2)c1=O)Nc1ccc(Cl)cc1	i
71	C=CCNc1ccccc1C(=O)N(C)Cc1n[nH]c2c1CCCCC2	i
72	COc1cc(C)c(C(=O)NC2C(C)OC(OC3CCC(C)C4C3C=C(C)C3/C(C)=C/CC/C(C)=C/C5(C)C=C(C(=O)O)C(C)CC56OC(=O)C(=C(O)C34C)C6=O)C(O)C2(C)O)c(O)c1 (stereo not given)	?
73	CN(C)c1ccc(C(=O)N(Cc2ccccc2)c2ccccn2)cc1	i
74	Cc1cccn2c(CNC(C)Cn3cncn3)cnc12 (stereo not given)	?
75	CC1(C)CC(=O)C(C(C2=C(O)CC(C)(C)CC2=O)c2cccc(O)c2)C(=O)C1 (stereo not given)	i
76	Cc1ccc(Cn2c(=N)n(CC(=O)c3ccco3)c3ccccc32)cc1	?
77	C[N+](C)(C)CCCCCCCCCC[N+](C)(C)C	i
78	CC(=O)c1cccc(NC(=O)c2cnc3n(c2=O)CCS3)c1	i
79	Cn1c2c(c(=O)n(C)c1=O)C(c1cccc(F)c1)C(C#N)=C(N)O2 (stereo not given)	i
80	COc1ccc2c(c1)c(CC(=O)O)c(C)n2Cc1ccc(F)cc1	?
81	CN1CCCC1CCNC1CC2CCC1C2 (stereo not given)	?
82	COc1cc(C)nc(-c2ccccc2OCc2nc(CC3CC3)no2)n1	?
83	COc1ccc(-n2c(N)c(C#N)c3nc4ccccc4nc32)c(OC)c1	32%*
84	Cc1ccc(S(=O)(=O)N=C(N)c2ccccc2)cc1	i
85	Cc1ccc(Cn2c(CNC(=O)C(C)Cn3ccnc3C)nc3cccnc32)cc1 (stereo not given)	i
86	Cn1ccnc1CN1CCN(C(=O)c2nccc3ccccc23)CC1	i
87	Cc1ccc(-c2nc3ccc(Br)cn3c2Nc2ccc3c(c2)OCO3)o1	i
88	O=C1CC(Sc2ncn[nH]2)C(=O)N1c1ccc(F)cc1 (stereo not given)	?
89	O=C(Nc1ccccc1I)c1cncc(Br)c1	i
90	CC12CCC3c4ccc(O)c(Br)c4CCC3C1CCC2O (stereo not given)	i
91	Cc1nc(C(C)NC(=O)CN2C[C@@H](C)O[C@@H](C)C2)n[nH]1 (stereo not given in full)	i
92	O=C(O)c1ccc(Cn2c(=O)[nH]c3ccsc3c2=O)cc1	i
93	CS(=O)(=O)N(Cc1ccccc1Cl)c1ccc(C(=O)Nc2ccccc2F)cc1	i
94	CCn1nc(C(C)C)cc1C(=O)N1CCn2c(C(N)=O)cnc2C1	i
95	O=C1CCCN1CCC1CCCCN1C(=O)NCCc1ccc(F)cc1 (stereo not given)	i
96	O=C(c1cccnc1SC/C=C/c1ccccc1)N1CC[C@H](O)C1	?
97	Brc1cccc(CSc2nc3ccccc3[nH]2)c1	i
98	CCCn1ncc(C(=O)N(C)C(C)c2ccon2)c1C (stereo not given)	?
99	CC(=O)C12c3ccccc3C(c3ccccc31)[C@H]1C(=O)N(c3cccc(Cl)c3)C(=O)[C@H]12	i
100	Cn1c(=O)c2c(SCC(=O)NC3CCCC3)nc(-c3ccc(F)cc3)nc2n(C)c1=O	i
101	COc1cc2c(cc1OC)CN(Cc1ccc(C)o1)CC2	?
102	CCCCOc1ccc(C(=O)Nc2ccccc2Br)cc1	i
103	CC(C)c1ccc(N2C(=O)C3C4C=CC(C4)C3C2=O)cc1 (stereo not given)	i
104	CC(C)CN(C)c1nc(N)c(C(=O)N=C(N)N)nc1Cl	i
105	Cc1ccc(N=C2c3ccccc3C(=O)C2[N+](=O)[O-])cc1C (stereo not given)	?
106	Cc1ccc(-n2nc3c(c2NC(=O)C2CCCCC2)CSC3)cc1	i
107	Cc1cccc(N2CCN(Cc3ccc(Br)s3)CC2)c1C	i
108	O=c1c2oc3ccccc3c2ncn1Cc1cccc(F)c1	?
109	O=C(Nc1nnc(C2CCCCC2)s1)c1ccc2ccccc2c1	i
110	O=C1C=CC(=O)N1c1ccc(Sc2ccc(N3C(=O)C=CC3=O)cc2)cc1	i
111	CC1(C)NC(=O)N(CNc2cc(Cl)ccc2Cl)C1=O	i
112	CCOc1ccccc1C(=O)O/N=C(/N)c1cccnc1	i
113	Fc1ccc(CNc2ncnc3nc[nH]c23)cc1	i
114	COC(=O)c1cccc(N2C(=O)[C@H]3[C@@H](C2=O)[C@@]2(C)C=C[C@H]3O2)c1	i
115	CCOC(=O)c1[nH]c(C)c(C(=O)NC2CCCN(CCCc3ccccc3)C2)c1C (stereo not given)	i
116	Cc1c(-c2ccccc2F)[nH]c2ccc(CNc3cnccn3)cc12	?
117	Cc1ccc(Cn2c(Br)nc3c2c(=O)n(C)c(=O)n3C)cc1	?
118	Cc1cc(C(F)(F)F)n(CC(C)CN2Cc3ncccc3C2=O)n1 (stereo not given)	i
119	CC(=O)Nc1ccc(NC(=O)c2ccc([N+](=O)[O-])c(C)c2)cc1	i
120	N#Cc1c(N=Cc2cccn2-c2ccc(S(N)(=O)=O)cc2)sc2c1CCCC2	i

Reformatted as labelled records: entries from further up
(110) O=C1C=CC(=O)N1c1ccc(Sc2ccc(N3C(=O)C=CC3=O)cc2)cc1
  ST2 IL33 inh = i
(111) CC1(C)NC(=O)N(CNc2cc(Cl)ccc2Cl)C1=O
  ST2 IL33 inh = i
(112) CCOc1ccccc1C(=O)O/N=C(/N)c1cccnc1
  ST2 IL33 inh = i
(113) Fc1ccc(CNc2ncnc3nc[nH]c23)cc1
  ST2 IL33 inh = i

The list goes on:
#	SMILES	ST2 IL33 inh
121	OC(COCc1ccccc1)Cn1cnc2ccccc21 (stereo not given)	i
122	Cc1cc2nc(Cc3ccc(Cl)cc3Cl)c(=O)[nH]c2cc1C	i
123	Cc1ccc(Nc2nnc(C)c(=O)[nH]2)c(C)c1	i
124	CCCOC(=O)C1=C(C)NC2=C(C(=O)C(C(=O)OC)C(C)C2)C1c1ccccc1Br (stereo not given)	i
125	O=C(c1ccccc1)c1ccc(CSc2ncn[nH]2)cc1	i
126	Cc1ccc(-c2nccn2CCCOc2cccnc2)o1	i
127	Cn1cnnc1C1CCCN(Cc2cc3n(n2)CCCNC3)C1 (stereo not given)	i
128	O=C(NC1CC(=O)N(c2ccc(F)cc2)C1)c1cccs1 (stereo not given)	?
129	COc1ccccc1NC(=O)Nc1ccc2n(c1=O)C[C@H]1C[C@@H]2CN(C(=O)Nc2ccc(C(C)=O)cc2)C1	i
130	COc1cc(C2C(C(=O)OC3CCCCC3)=C(C)Nc3ncnn32)cc(OC)c1OC (stereo not given)	i
131	Brc1ccc(OCc2nnc3n2CCCCC3)cc1	?
132	CC1CN(Cc2nc3c(c(=O)[nH]c(=O)n3C)n2Cc2ccccc2Cl)CC(C)O1 (stereo not given)	i
133	O=Cc1c(Sc2ccc(Cl)cc2)nc2ccccn2c1=O	?
134	COc1cc(C)c(S(=O)(=O)n2nnc3ccccc32)cc1C	i
135	COc1ccc(-n2c(SC)nc(O)cc2=O)cc1	i
